Screening results: PubChem, several laboratories
CaV13 ICDI inh: Primary screen for inhibitors of IQ motif and Ca2+-dependent inactivation inhibitor domain binding in CACNA1D, Förster resonance energy transfer in living cells, …. HEK cells, CFP/YFP FRET ICDI-IQ, plate reader, 10 min; percent FRET-ratio fall versus neutral wells. inhibition, % at 12.3 µM. 0.098% of 340,000 active;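 active means mean replicate inhibition of at least 30% and at least 1% of replicates passing that level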;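 further: 0% = median of the neutral control wells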
Cardio protect: cardioprotection against H2O2-induced cell death, primary screen, uHTS, H9c2 cells, ATPLite luminescence. H9c2 cardiomyocytes, H2O2 injury protection, 2 h. protection from H2O2 cell death, % at 20 µM. 0.63% of 360,000 active;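 active means compounds giving at least 50% protection of heart cells from peroxide-induced death in the single-dose screen, raw or plate-pattern-corrected value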;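 further: 0% = DMSO wells with peroxide and 100% = DMSO wells without peroxide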
MC4R ag barr: MC4R agonists recruiting beta-arrestin, primary screen, cell-based, luminescence, agonist arm of biased-ligand search; U2OS MC4R beta-arrestin complementation; percent of melanotan II response, DMSO zero; 0.98% of 360,000 active; activation, % at 8.9 µM; AID 540308, 2011;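 active means activation above a per-plate cutoff, the mean activation of sample wells on that plate plus 3 SD, cut at about 8% in these data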
Target sequence (P32245 whole entry, looked up): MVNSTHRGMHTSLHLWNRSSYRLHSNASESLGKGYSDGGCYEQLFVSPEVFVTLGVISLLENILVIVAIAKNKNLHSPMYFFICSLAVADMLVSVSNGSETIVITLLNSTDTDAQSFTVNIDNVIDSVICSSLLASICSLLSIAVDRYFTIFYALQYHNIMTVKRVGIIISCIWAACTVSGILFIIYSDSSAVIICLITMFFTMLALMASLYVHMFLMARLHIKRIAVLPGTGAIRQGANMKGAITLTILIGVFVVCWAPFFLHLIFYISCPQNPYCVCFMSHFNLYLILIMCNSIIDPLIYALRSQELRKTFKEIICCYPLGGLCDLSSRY
Exocytosis inh: LAMP-1 surface exposure blockers, TALL-104 cells – cell-based, flow cytometry, MLPCN library, primary screen. AID 651702, 2012. TALL-104 LAMP-1 surface exposure; cells stimulated with thapsigargin and PMA. 0.66% of 360,000 active. inhibition, % at 10 µM;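 active means inhibition above about 55%, limit read from the data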
Glyco luc inh: increase of ERlucT glycosylation luciferase signal, primary screen, N-linked glycosylation inhibitor project, D54 ERlucT cells, luminescence, set 2. D54 ERlucT glycosylation luciferase reporter, 24 h; percent of 100 nM tunicamycin response. reporter increase, % at 12.5 µM. 0.23% of 360,000 active. AID 588692, 2011;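 active means mean luciferase reporter signal, scaled so untreated is 0 and the glycosylation-blocking control 100, at or above a set limit in every replicate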;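 further: luciferase carries N-glycosylation sites so blocking glycosylation raises the light; 0% = median of neutral control wells and 100% = median of 100 nM tunicamycin wells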
ABHD5 PLIN5 PPI: ABHD5-PLIN5 interaction inhibitors, primary screen, cell lysate, split luciferase complementation, luminescence. inhibition, % at 4 µM. Perilipin-5 (Homo sapiens) + 1-acylglycerol-3-phosphate O-acyltransferase ABHD5 (Homo …. Split G. princeps luciferase complementation, 4 h. 0.78% of 360,000 active;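 active means inhibition above the mean inhibition across every tested compound plus 3 SD, cut at about 22% in these data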;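 further: 0% = DMSO only wells and the 100% control is not disclosed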
ABCB6 inh 2: ABCB6 transporter inhibitors, primary screen, K562-ABCB6 cells, flow cytometry, MLPCN library; 0.19% of 360,000 active; ATP-binding cassette sub-family B member 6 (Homo sapiens), Q9NP58; K562-ABCB6 porphyrin accumulation, 1 h; stronger effect = lower value; AID 602162, 2011; fluorescence ratio to DMSO, % at 10 µM;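 active means fluorescence ratio to DMSO below 75%, the collection mean minus 3 SD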;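 further: signal is porphyrin accumulated inside mitochondria; 100% equals median channel fluorescence of DMSO control wells; lower ratio means ABCB6 inhibition with less porphyrin fluorescence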
HTR2A ag: mouse Htr2a agonists via beta-arrestin recruitment, primary screen, cell-based, luminescence | 0.66% of 360,000 active | AID 624169, 2012 | activation, % at 7.6 µM | CHO-K1 mHTR2A beta-arrestin complementation; percent of 30 µM serotonin response | 5-hydroxytryptamine receptor 2A (Mus musculus), P35363;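 active means activation above a run cutoff, the mean activation of all tested compounds plus 3 SD, cut at about 14% in these data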;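 further: 0% = plate median of compound wells and 100% = 30 µM serotonin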
Target sequence (P35363 whole entry, looked up): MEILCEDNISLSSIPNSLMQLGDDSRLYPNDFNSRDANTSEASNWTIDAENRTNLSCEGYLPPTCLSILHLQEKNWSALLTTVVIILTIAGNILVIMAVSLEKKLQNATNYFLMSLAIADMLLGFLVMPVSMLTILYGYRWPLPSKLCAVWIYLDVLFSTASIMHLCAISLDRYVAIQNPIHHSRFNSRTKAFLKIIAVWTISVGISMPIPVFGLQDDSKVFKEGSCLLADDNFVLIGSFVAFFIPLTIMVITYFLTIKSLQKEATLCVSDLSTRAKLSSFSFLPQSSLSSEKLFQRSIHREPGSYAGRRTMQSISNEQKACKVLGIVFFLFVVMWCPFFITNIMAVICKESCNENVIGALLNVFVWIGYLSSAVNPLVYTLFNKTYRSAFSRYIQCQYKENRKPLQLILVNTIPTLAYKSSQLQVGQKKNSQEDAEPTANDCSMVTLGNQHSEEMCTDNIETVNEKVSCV
MC4R antagonist: MC4R antagonists of cAMP signaling, primary screen, cell-based, TR-FRET, antagonist arm of biased-ligand search; Melanocortin receptor 4 (Homo sapiens), P32245; MC4R-expressing cells, MTII-stimulated cAMP, LANCE TR-FRET; inhibition, % at 6.5 µM; 0.48% of 360,000 active;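 active means inhibition above its plate's cutoff, the mean of tested wells on that plate plus 3 SD, cut at about 29% in these data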;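 further: 0% = Melanotan II alone and 100% = Melanotan II plus saturating MCL0020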
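System – human MC4R-expressing U2OS cells · Also added – Melanotan II · Dosing – one concentration, 6.5 µM nominal · Timing – 30-min compound, 1-h challenge, 1-h detection, room temperature · Measured by – Eu-cAMP/anti-cAMP TR-FRET, emission 671 nm · Replicates – singlicate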
PDI inh: inhibitors of human PDI, primary screen, biochemical, turbidity, single point, plate reader | PDI insulin aggregation turbidity, A650, 90 min | inhibition, % at 10 µM | 0.052% of 350,000 active;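 active means mean inhibition across replicates of 30% or more, whatever share of single replicates reach that level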;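 further: absorbance from insulin aggregation driven by PDI reduction with DTT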
* hit, by the source's call; nt = no result given. An unsorted share of the library (roughly 4.2% active in at least one column).

SMILES	CaV13 ICDI inh	Cardio protect	MC4R ag barr	Exocytosis inh	Glyco luc inh	ABHD5 PLIN5 PPI	ABCB6 inh 2	HTR2A ag	MC4R antagonist	PDI inh
CNC(=O)CN1C(=O)COc2ccc(S(=O)(=O)N3CCCCCC3)cc21	-3	7	-2.6	-1	2	1	102	-1	2	2
CCOC(=O)N1CCN(C(=S)Nc2ccc(C)cc2C)CC1	-16	9	-1.5	-2	1	-3	95	2	11	9
CCN(CCO)C(=S)Nc1cc(C(=O)OC)ccc1C(=O)OC	-5	-1	1.9	1	2	1	96	1	15	-4
Cc1cccc(C(=O)NCCN2CCOCC2)c1[N+](=O)[O-]	-5	0	-1.7	-4	0	0	100	1	0	10
NC(=O)c1cc(S(=O)(=O)N2CCc3ccccc3C2)cs1	-1	-6	-1.0	-4	1	-1	96	5	7	5
CCc1ccc(Nc2ncc3c(n2)CC(C)CC3=O)cc1 (centres undefined)	-10	-2	-0.2	-6	4	6	98	1	19	-6
COc1ccc(C(=O)OCC(=O)Nc2ccc(Cl)cn2)cc1	-17	-5	8.8*	-2	3	-1	103	1	3	1
Cc1ccc(S(=O)(=O)N2CCN(C(=O)CN3C(=O)NC(C)(c4ccc(Cl)cc4)C3=O)CC2)c(C)c1 (centres undefined)	-6	-4	-0.1	0	1	-7	94	0	9	2
COc1cc(/C=C2\C(=N)N3N=C(S(C)(=O)=O)SC3=NC2=O)cc(OC)c1OCCOc1ccc(C)cc1	-20	5	-1.8	10	-1	9	99	-5	17	-7
CCC(C)NC(=O)NCc1ccccc1F (centres undefined)	-4	2	-3.4	-1	2	-3	101	6	-1	-3
O=C(C[n+]1ccccc1)c1ccc(Cl)cc1	-5	8	-0.5	-3	0	-3	94	0	19	-1
Cc1cc(C(F)(F)F)nn1CC(=O)N(C)c1ccccc1	-6	-10	0.4	-3	1	-5	97	-1	1	-4
Cc1ccccc1NC(=O)NC1(C(=O)NCc2ccco2)CCCCC1	-3	7	-0.6	-1	-3	7	96	-2	9	-7
Cn1nc(C(=O)Nc2ccccc2N2CCOCC2)ccc1=O	-5	18	-0.7	1	0	0	100	4	-1	-1
O=C(c1ccc(N2CCOCC2)c([N+](=O)[O-])c1)N1CCCC(C(F)(F)F)C1 (centres undefined)	-7	9	-2.0	2	1	-4	101	1	1	-4
O=C(O)CSc1nnc(-c2ccccc2)c(-c2ccccc2)n1	-5	3	-1.1	-3	0	6	99	1	22	-2
CCOc1ccc(NC(=O)CN(C)C(=O)c2c(C)nn(-c3ccc(F)cc3)c2Cl)cc1OCC	-6	6	-3.4	3	-2	-3	93	-1	4	3
CN1C(=O)/C(=C2\SC(N3CCCCCC3)=NC2=O)c2ccccc21	-9	-9	0.1	-1	2	2	86	6	-10	16
Cc1ccc2cccc(CC(=O)NN)c2c1	-15	-2	1.3	-4	1	7	97	0	-2	1
O=C(NCc1ccccc1Cl)c1ccc2ccccc2n1	-4	-4	1.2	17	0	4	99	1	-6	-11
CCOc1ccc2cc(S(=O)(=O)n3ccnc3C)ccc2c1	-5	-5	-1.7	-2	1	-7	97	-2	4	14
CCOc1ccccc1N(C(=O)c1snc(C(N)=O)c1N)C(C(=O)NC1CCCC1)c1cccs1 (centres undefined)	-4	2	-1.5	74*	-3	-3	97	3	11	-6
CSCc1ccc(C(=O)Nc2cc(C)cc(C)c2)cc1	-18	-15	2.2	6	-4	-5	101	-6	21	-1
COC(=O)c1sccc1S(=O)(=O)NC(C)c1cnn(-c2ccc(OC)cc2)c1C (centres undefined)	-6	-4	-1.8	-2	2	4	93	4	2	-17
COCCNC(=O)c1cccc(OC2CCN(Cc3cccc(SC)c3)CC2)c1	-20	4	-1.7	-3	-2	3	96	-5	4	-3
O=C(NC1CCCC1)C1CCCN(S(=O)(=O)c2cccc3cccnc23)C1 (centres undefined)	-11	-8	2.1	1	0	8	99	2	2	nt
C=CCOc1ccc(/C=C2\SC(=S)N(C(C(=O)O)c3ccccc3)C2=O)cc1 (centres undefined)	-4	-12	1.9	-1	0	-12	90	-2	0	6
COc1ccccc1-c1sc2cc3c(cc2c1-c1ccc(OCCN2CCOCC2)cc1)OCO3	nt	-6	0.3	-1	-1	9	98	9	10	-1
COC(=O)C1=CN(c2ccc(F)cc2)C=C(C(=O)OC)C1c1ccc(O)cc1	nt	1	0.4	10	-1	9	98	-5	2	0
O=C(Nc1cccc(Cl)c1)N(CCCN1CCOCC1)Cc1ccccc1F	-7	2	-2.2	4	-3	-1	97	-7	13	4
C=CC1=CCN(S(=O)C(C)(C)C)[C@@H]1CCO (some centres undefined)	-7	15	0.1	-3	2	5	102	1	11	-4
COc1ccc(N2CC(C(=O)N/N=C/c3ccccc3)CC2=O)cc1 (centres undefined)	-7	2	-2.2	6	4	6	103	1	-5	-5
O=C(c1ccco1)N1CCN(S(=O)(=O)N2CCOCC2)CC1	nt	-6	1.3	-4	1	-13	91	1	5	-2
CCOC(=O)c1[nH]c2ccc(Br)cc2c1NC(=O)CCN1CCOCC1	-4	-2	-1.7	-10	-1	4	97	-3	3	12
CC1CC(C)CN(c2ccc(-n3cnnn3)cc2[N+](=O)[O-])C1 (centres undefined)	nt	-2	2.2	-3	0	-6	101	-8	2	-1
Cc1ccc(-c2nnc(Nc3ccccc3)o2)cc1	-6	-21	2.8	-1	-21	-6	96	-6	1	-14
O=C(COc1cccc2cccnc12)N1CCc2ccccc21	-3	-2	-0.1	-3	-2	6	99	2	-9	-3
Cn1c(SCC(=O)N2CCOCC2)nnc1-c1cccc(NC(=O)c2ccccc2F)c1	-8	3	-2.0	0	1	-1	92	-3	-3	6
O=C(O)c1ccc(CN2CCOCC2)o1	-4	-9	-1.9	2	2	5	98	1	5	11
CN(C)Cc1ccc(F)cc1Sc1ccc(Cl)cc1Cl	-7	-18	4.4	-6	-4	0	100	-5	-3	-1
C=CCn1cccc(C(=O)Nc2ccc(C)c(C)c2)c1=O	-4	-4	0.4	-1	-6	2	98	2	0	-1
CCOc1cc(/C=C2/C(=N)N3N=C(C)SC3=NC2=O)ccc1OS(=O)(=O)c1ccc(C)cc1	-6	9	-0.8	-7	2	4	91	4	1	5
O=C(O)C1(NS(=O)(=O)c2ccc(F)c(Cl)c2)CCCCC1	-10	0	-3.0	4	3	3	106	0	12	-1
Cc1csc(=O)n1CCC(=O)OCC(=O)Nc1ccc(Cl)cn1	-2	2	-2.4	3	3	-9	92	-5	-1	1
C=CCc1cc(C=O)cc(OCC)c1O	-6	-8	-0.9	-3	4	0	95	4	8	1
CCOc1ccc2[nH]c(=O)c(CN(CCO)C(c3nnnn3C3CCCCC3)C(C)C)cc2c1 (centres undefined)	-5	103*	-0.1	10	0	-7	104	0	1	9
O=C(CNS(=O)(=O)c1ccc(Br)s1)NCc1ccccc1	-2	-8	1.4	6	-2	4	100	-3	-10	3
O=C(NCc1ccc2c(c1)OCO2)c1cc(S(=O)(=O)N2CCCCC2)ccc1F	-8	2	2.5	-1	-2	-2	92	-7	3	-1
COc1ccc(C(=O)c2oc3nc(C)cc(C)c3c2N)cc1	-2	13	0.8	1	1	6	136	4	7	6
Cc1nnc(SCC(=O)c2cc(C)n(-c3ccc4c(c3)OCO4)c2C)s1	-5	-18	-0.8	-1	-3	-1	101	-3	-1	7

Next results.
SMILES	CaV13 ICDI inh	Cardio protect	MC4R ag barr	Exocytosis inh	Glyco luc inh	ABHD5 PLIN5 PPI	ABCB6 inh 2	HTR2A ag	MC4R antagonist	PDI inh
O=C(/C=C/c1ccccc1[N+](=O)[O-])Nc1ccc(S(=O)(=O)Nc2ncccn2)cc1	-6	6	-3.5	-2	nt	-6	104	0	4	2
CN(CC(=O)NCc1cccc(F)c1)C(=O)c1ccco1	-5	1	-0.6	-5	0	2	100	7	1	4
O=[N+]([O-])c1cc(CN2CCCC2)ccc1Sc1ccc(Cl)cc1	0	-5	2.9	0	-3	4	96	-5	8	-2
Cc1c(C(=O)NCC2CCCO2)oc2ccc(Br)cc12 (centres undefined)	-2	-2	-4.1	-10	0	-8	97	0	-4	12
CCCS(=O)(=O)NC(=O)C1(C)CCCN(C(=O)c2c(-c3ccccc3)noc2C)C1 (centres undefined)	-6	-4	1.6	-2	2	-5	102	9	12	-6
Cc1ccc(/C(N)=N/OC(=O)c2cccc(F)c2)cc1	-3	-9	0.3	-1	-6	-2	102	0	14	1
Cc1cc(F)ccc1-c1cc(C(=O)NCc2cccs2)[nH]n1	-4	-9	1.0	-2	1	-3	100	-2	8	-1
Cc1c(C(C)(C)C)s/c(=N/S(=O)(=O)c2ccccc2)n1C	-5	-6	-1.7	-11	0	1	98	0	12	7
Cc1ccc([N+](=O)[O-])cc1S(=O)(=O)Nc1cccc(-c2ccc(N3CCCC3)nn2)c1	-7	-2	-0.9	-5	-1	-4	96	4	6	3
O=C(c1ccc(CS(=O)(=O)c2c(Cl)cccc2Cl)o1)N1CCCC1	18	2	-0.5	1	-1	-6	106	12	-3	1
COc1ccc(-c2nnc(C(C)Nc3cccc(C(=O)NC4CC4)c3)o2)cc1 (centres undefined)	-5	-6	-4.3	1	3	-4	96	-2	15	5
Cc1ccccc1NC(=O)CC1C(=O)NCCN1C(=O)c1cccc(Cl)c1 (centres undefined)	-6	0	-4.0	9	2	8	98	1	-1	-6
CC1CCN(CCOc2ccccc2-c2ccccc2)CC1	-4	-4	-0.8	-3	2	2	100	-4	5	0
CC1(C)NC(=O)N(CCCCOc2cccc(C(F)(F)F)c2)C1=O	-6	-8	0.0	-1	-1	2	106	-5	7	0
COc1ccc(CC(=O)NCC2CCCN(Cc3ccc(OC(F)(F)F)cc3)C2)cc1 (centres undefined)	-5	-3	-1.1	66*	-3	-1	97	-3	7	7
CC1CN(CC(=O)NCc2ccc(F)cc2)CC(C)O1 (centres undefined)	-2	2	-0.2	-5	1	1	95	-5	8	5

Record cards, from the list above. Values in the order: CaV13 ICDI inh | Cardio protect | MC4R ag barr | Exocytosis inh | Glyco luc inh | ABHD5 PLIN5 PPI | ABCB6 inh 2 | HTR2A ag | MC4R antagonist | PDI inh
Record of `CC1(C)NC(=O)N(CCCCOc2cccc(C(F)(F)F)c2)C1=O` = -6 | -8 | 0.0 | -1 | -1 | 2 | 106 | -5 | 7 | 0
Record of `Cc1ccccc1NC(=O)CC1C(=O)NCCN1C(=O)c1cccc(Cl)c1` (centres undefined) = -6 | 0 | -4.0 | 9 | 2 | 8 | 98 | 1 | -1 | -6
